JMJD2A Tudor inh: JMJD2A Tudor domain (human) inhibition; O75164; AlphaScreen JMJD2A-Tudor / H3K4me3 peptide binding; Potency, µM (titrated, usually from 114 µM), inactives show top-dose activity change, negative = inhibition, actives largely listed as inhibitors; actives 4.4% (n = 390,000); AID 504339; further: potency means the concentration at half of the fitted maximal effect; on the % scale 0 is the no-effect control and ±100 the full control effect; nearly all actives have a fitted effect of over 50% in size
Tb PGK inh: T. brucei PGK inhibition; Potency, µM (doses to about 57.5 µM), for the others: at the top dose activity change, negative = inhibition, hits mostly inhibitors; P07378; actives 0.043% (n = 380,000); PGK/GAPDH coupled, Kinase-Glo luminescence, 60 min; AID 602233; further: potency means the concentration at half of the fitted maximal effect; on the % scale 0 is the no-effect control and ±100 the full control effect; nearly all actives have a fitted effect of over 60% in size
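Luminescent ATP detection (Kinase-Glo Plus) follows a 60-minute room-temperature incubation, with wells lacking PGK as controls. Buffer: 100 mM TEA (pH 7.6), 5 mM MgCl2, 0.01% Tween-20. Coupling enzyme GAPDH (100 nM final) supplies unstable 1,3-BPG in-well.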
BAZ2B inh: blocks human BAZ2B; Q9UIF8; AlphaScreen BAZ2B-H3K14Ac peptide displacement; Potency, µM (series often up to 114 µM), inactives show top-dose activity change, negative = inhibition, usual class: inhibitors; actives 4.4% (n = 360,000); AID 504333; further: potency means the concentration at half of the fitted maximal effect; on the % scale 0 is the no-effect control and ±100 the full control effect; nearly all actives have a fitted effect of over 60% in size
Target sequence (Q9UIF8 whole entry, looked up): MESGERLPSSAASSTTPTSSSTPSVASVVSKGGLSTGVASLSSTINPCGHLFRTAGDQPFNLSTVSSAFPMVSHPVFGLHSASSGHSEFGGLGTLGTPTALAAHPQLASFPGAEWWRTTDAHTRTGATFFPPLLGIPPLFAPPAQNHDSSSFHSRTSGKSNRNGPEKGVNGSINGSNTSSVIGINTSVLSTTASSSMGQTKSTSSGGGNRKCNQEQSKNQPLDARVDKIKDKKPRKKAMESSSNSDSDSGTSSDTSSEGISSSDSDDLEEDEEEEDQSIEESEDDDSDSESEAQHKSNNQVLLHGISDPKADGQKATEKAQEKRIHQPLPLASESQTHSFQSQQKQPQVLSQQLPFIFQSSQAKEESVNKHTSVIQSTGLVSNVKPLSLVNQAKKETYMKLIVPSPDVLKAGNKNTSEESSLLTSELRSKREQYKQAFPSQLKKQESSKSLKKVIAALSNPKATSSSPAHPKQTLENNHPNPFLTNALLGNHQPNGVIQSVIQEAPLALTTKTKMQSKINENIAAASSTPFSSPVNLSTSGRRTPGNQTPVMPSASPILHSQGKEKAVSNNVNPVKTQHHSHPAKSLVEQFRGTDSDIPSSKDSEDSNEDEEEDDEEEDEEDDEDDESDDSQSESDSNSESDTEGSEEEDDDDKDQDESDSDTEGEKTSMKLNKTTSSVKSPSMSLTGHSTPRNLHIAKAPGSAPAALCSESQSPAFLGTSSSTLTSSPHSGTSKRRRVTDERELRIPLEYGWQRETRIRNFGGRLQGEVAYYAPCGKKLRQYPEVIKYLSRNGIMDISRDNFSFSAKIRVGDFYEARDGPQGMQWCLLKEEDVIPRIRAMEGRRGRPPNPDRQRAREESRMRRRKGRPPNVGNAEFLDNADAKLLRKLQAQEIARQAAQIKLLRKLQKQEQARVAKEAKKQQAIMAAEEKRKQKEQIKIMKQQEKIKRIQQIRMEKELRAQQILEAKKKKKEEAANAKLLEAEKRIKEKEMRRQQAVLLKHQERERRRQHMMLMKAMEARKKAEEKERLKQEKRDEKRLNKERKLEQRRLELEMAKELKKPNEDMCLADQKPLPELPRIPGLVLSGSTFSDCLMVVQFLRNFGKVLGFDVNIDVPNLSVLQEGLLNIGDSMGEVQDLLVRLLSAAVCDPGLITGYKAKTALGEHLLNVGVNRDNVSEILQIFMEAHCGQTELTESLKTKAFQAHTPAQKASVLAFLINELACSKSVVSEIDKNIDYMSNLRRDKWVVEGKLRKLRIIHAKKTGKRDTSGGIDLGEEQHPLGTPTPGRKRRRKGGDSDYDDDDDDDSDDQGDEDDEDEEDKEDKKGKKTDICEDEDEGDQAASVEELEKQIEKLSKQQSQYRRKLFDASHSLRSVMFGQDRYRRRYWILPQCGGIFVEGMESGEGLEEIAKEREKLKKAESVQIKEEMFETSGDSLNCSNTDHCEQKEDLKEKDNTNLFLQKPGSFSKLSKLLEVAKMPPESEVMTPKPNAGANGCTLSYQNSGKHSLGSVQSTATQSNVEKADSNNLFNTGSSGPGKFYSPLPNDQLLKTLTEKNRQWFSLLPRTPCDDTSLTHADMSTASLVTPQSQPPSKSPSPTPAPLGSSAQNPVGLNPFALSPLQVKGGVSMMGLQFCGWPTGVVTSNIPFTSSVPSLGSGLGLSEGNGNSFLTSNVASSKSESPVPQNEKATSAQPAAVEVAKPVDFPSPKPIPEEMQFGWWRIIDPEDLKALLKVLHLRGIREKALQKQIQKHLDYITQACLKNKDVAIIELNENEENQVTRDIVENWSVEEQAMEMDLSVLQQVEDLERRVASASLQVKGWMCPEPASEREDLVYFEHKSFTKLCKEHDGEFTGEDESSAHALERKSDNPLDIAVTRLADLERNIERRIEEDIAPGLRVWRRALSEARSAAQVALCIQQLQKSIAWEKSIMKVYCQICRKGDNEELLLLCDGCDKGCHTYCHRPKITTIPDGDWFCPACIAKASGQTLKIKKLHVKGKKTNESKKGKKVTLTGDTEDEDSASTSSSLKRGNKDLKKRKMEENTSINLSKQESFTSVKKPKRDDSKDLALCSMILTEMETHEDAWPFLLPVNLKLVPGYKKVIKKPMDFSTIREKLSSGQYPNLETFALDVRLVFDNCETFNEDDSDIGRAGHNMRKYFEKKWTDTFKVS
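In this displacement format the biotinylated H3(5-23) peptide acetylated at Lys14 serves as ligand at 50 nM, with BAZ2B at 50 nM in PBS pH 7.4 containing 0.01% Tween-20. Donor and acceptor beads are 10 ug/mL final.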
G9a inh: blocks human histone lysine methyltransferase G9a | G9a H3K9 monomethylation, AlphaScreen, 2 h | actives 8.8% (n = 350,000) | Potency, µM (titrated, usually from 102 µM), inactives show at the highest dose activity, negative = inhibition, hits mostly inhibitors; further: potency means the concentration at half of the fitted maximal effect; on the % scale 0 is the no-effect control and ±100 the full control effect; nearly all actives have a fitted effect of over 75% in size
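Signal arises when biotinylated H3K9 peptide, once monomethylated, bridges streptavidin donor and antibody-captured acceptor beads. Enzyme at 20 nM was preincubated 15 min with test compounds; peptide 500 nM and SAM 20 uM then reacted for 2 h.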
PI4K2A inh: PI4K2A (human) kinase inhibition | Q9BTU6 | purified PI4K2A, ADP-Glo luminescence, 1 h; hits give low values | activity change, negative = inhibition, % at 76.9 µM | actives 0.13% (n = 420,000) | AID 1346378; in the data active means activity change below about -50%; inconclusive means mostly about -30% to -49%;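 further: -100% = wells without enzyme as full effect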
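In this quantitative HTS, ADP production by PI4K2A was quantified luminescently after 1 h at ambient temperature; 100 microM adenosine served as plate-quality control.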
Pin1 inh: human Pin1 inhibition; Q13526; Pin1 FP peptide displacement, HiFluor488, 10 min; Potency, µM (highest dose often 115 µM), for the others: at the highest dose activity, negative = inhibition, usual class: inhibitors; actives 0.009% (n = 390,000); active means well fitted inhibition curve with a large enough effect in the polarisation, with a control signal flat, not every such curve was filed as active; inconclusive means small, poorly fitted or top-dose-only effect, or effect the other way, or a change in a side signal; inactive means no such curve, though single readings can be large or run the other way; the % refers to the polarisation; further: potency means the concentration at half of the fitted maximal effect; on the % scale 0 is the no-effect control and ±100 the full control effect
ERG-DNA inh: inhibitors of human ERG Ets domain-DNA interaction. Potency, µM (highest dose often 76.9 µM), without a hit: at the highest dose FP activity, negative = inhibition, usual class: inhibitors. actives 0.028% (n = 370,000). fluorescence polarization, His-ERG Ets domain / labelled DNA; active means well fitted inhibition curve with a large enough effect in the polarisation, with a control signal flat; inconclusive means small, poorly fitted or top-dose-only effect, or effect the other way, or a change in a side signal; inactive means no such curve, though single readings can be large or run the other way; the % refers to the polarisation;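 further: polarization taken with two DNA probes labelled with fluorescein and Texas red; potency means the concentration at half of the fitted maximal effect; % of control where 0% means no effect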
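His-tagged ERG Ets domain (1 uM in the protein solution; 300mM KCl, 50mM Tris-HCl, 1mM EDTA, 1mM DTT, pH 7.5) received compound, then a probe mix of 5 nM fluorescein-DNA and 100nM Texas-615-DNA. Fluorescence polarization was read for both dyes.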
HP1b chromo inh: inhibitors of HP1-beta chromodomain binding to methylated histone tails | AlphaScreen HP1-beta / biotin-H3K9me3 peptide binding | Potency, µM (top dose mostly 114 µM), inactives show top-dose activity change, negative = inhibition, most hits filed as inhibitors | actives 0.56% (n = 390,000); further: potency means the concentration at half of the fitted maximal effect; nearly all actives have a fitted effect of over 70% in size; inactives centre near 23
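HP1-beta protein (50 nM final) preincubated 30 min at room temperature with biotinylated H3(1-18)K9me3 peptide (50 nM) in PBS pH 7.4, 0.01% Tween-20, then compound added for 30 min. AlphaScreen streptavidin donor/nickel chelate acceptor beads (10 ug/mL final), 30 min dark, luminescence read.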
GLS inh: glutaminase GLS (human) inhibition; Potency, µM (top dose mostly 45.5 µM), for the others: at the top dose activity change, negative = inhibition, hits mostly inhibitors; actives 0.21% (n = 410,000); GLS enzymatic activity, qHTS titration; O94925; AID 624170; further: potency means the concentration at half of the fitted maximal effect; on the % scale 0 is the no-effect control and ±100 the full control effect
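Compounds were pin-transferred onto hKGA, after which L-glutamine (1 mM solution) and a detection mix of glutamate oxidase, HRP and Amplex Red were added. Initial and 30 min RT fluorescence reads were collected.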
* marks the source's active call; other numbers are inactive results; i = inactive; ? = inconclusive; · = not tested or not shown; & = joins results of further samples; [ ] = another dose, or the depositor's remark. Unless noted, the call rests on the fitted dose curve; in most records, active means well fitted curve in the direction sought with a large enough effect; inconclusive means small, poorly fitted or top-dose-only effect, or another doubt; inactive means no such curve, though single readings can be large; an effect the other way counts as inactive or inconclusive.

#	smiles	JMJD2A Tudor inh	Tb PGK inh	BAZ2B inh	G9a inh	PI4K2A inh	Pin1 inh	ERG-DNA inh	HP1b chromo inh	GLS inh
1	CC(C)OCCCNC(=O)C1CCC(CNS(=O)(=O)c2cccc3nsnc23)CC1 (stereo unspecified)	0.7%	-11.3%	0.7%	27.3%	-8.0	-7.4%	-0.1%	48.0%[activator]	-1.0%
2	O=C(NCc1cccc(F)c1)C1CCN(C(=O)c2sccc2-n2cccc2)CC1	-13.1%&-15.3%	-8.3%	0.9%&-21.5%	-47.4%	-1.9&1.3	14.3%&3.1%	-1.1%&0.8%	23.4%&5.6%	-8.8%&-8.1%
3	COc1cc(SC#N)ccc1N=Cc1c(C)[nH]n(-c2ccc(Cl)cc2)c1=O	-19.2%[11.4 µM]	0.9%	9.7%	-6.5%[12.7 µM]	-5.8	-5.1%	-8.1%	1.0%	-0.7%
4	Cc1noc(C)c1S(=O)(=O)N1CCN(Cc2ccc3c(c2)OCO3)CC1	-23.2%	i	-3.5%	-16.1%[59 µM]	-4.9	-0.9%	-5.4%	32.6%	1.2%
5	Cc1cccc(N=C2NC(=O)/C(=C/C=C/c3ccco3)S2)c1	17.8µM*	-5.5%	35.5µM*	14.1µM*	?	?	16.2%	?	-3.1%
6	Cc1nn(Cc2ccc(F)cc2)c(C)c1NC(=O)c1cnn2c1NC(c1ccccc1)CC2C(F)(F)F (stereo unspecified)	-19.2%	-4.2%	-10.4%	?	2.4	4.7%	-4.9%	20.5%	0.7%
7	CCCCOC(=O)Nc1ccc(S(=O)(=O)Nc2cc(C)nc(C)n2)cc1	-15.2%	-0.5%	12.0%	11.1%[59 µM]	-0.7	1.6%	0.1%	26.7%	1.5%
8	Cc1c(C(c2cccc(O)c2)c2c(C)n(C)n(-c3ccccc3)c2=O)c(=O)n(-c2ccccc2)n1C	-5.3%	i	0.7%	-4.6%[59 µM]	-1.5	-8.6%	-3.6%	38.8%	16.7%
9	O=C(CSc1nccc(-c2cccs2)n1)Nc1ccccc1	-13.3%	-2.7%	-0.1%	-2.2%	-2.5	-0.6%	8.1%	54.9%[activator]	1.3%
10	Cc1ccc(C(=O)O)cc1-n1c(=O)n(Cc2ccccc2)c(=O)c2[nH]cnc21	1.7%	-1.7%	3.0%	14.4%	0.2	-1.9%	-0.8%	18.1%	-15.2%
11	COc1cc(Br)cc(C2C3=C(CCCC3=O)N(c3ccc(F)cc3)C3=C2C(=O)CCC3)c1O	-23.8%	-4.4%	-29.7%	?	5.9	-5.6%	4.7%	4.5%	-5.2%
12	NC(=O)c1ccsc1NC(=O)c1ccco1	-0.7%	1.9%	12.1%	?	87.5	4.5%	2.4%	46.5%[activator]	14.2%
13	CCN1CCN(C(=O)C(C)Nc2cc(Cl)c(OC)cc2OC)CC1 (stereo unspecified)	-29.3%	-2.2%	·	39.8µM*	2.0	-4.8%	-0.9%	10.9%	-18.1%
14	CCc1ccc(NC(=O)C2C3/C=C\CCCCC32)cc1 (stereo unspecified)	5.6%	i	-2.2%	16.9%[59 µM]	-0.1	0.3%	4.3%	39.4%	3.9%
15	O=C(NC1CCCC1)C(=O)N(Cc1cccnc1)C(C(=O)NCC1CCCO1)c1ccco1 (stereo unspecified)	3.8%	i	-18.0%	-6.0%	-4.7	4.0%	11.4%	79.1%[activator]	-1.4%
16	CCCC(=O)NC(Nc1ccc(S(=O)(=O)Nc2cc(C)on2)cc1)(C(F)(F)F)C(F)(F)F	-6.8%[11.4 µM]	-4.1%	·	·	2.0	-4.6%	2.9%	44.5%[activator]	-3.6%
17	O=C(Nc1ccccc1F)c1nc(SCc2ccc(F)cc2)ncc1Cl	-7.5%	i	-1.0%	0.3%[59 µM]	-0.7	4.0%	2.7%	39.3%[activator]	4.5%
18	CCOC(=O)C1CCN(C(=O)CSc2ccccc2Cl)CC1	-11.1%	i	0.8%	-12.1%[0.0925 µM]	0.9	-0.6%	-5.2%	32.7%	2.1%
19	CCOC(=O)N1CCN(C(=O)CSCC(=O)Nc2nc(-c3ccccc3)cs2)CC1	-20.1%	-8.7%	7.5%	19.8%[59 µM]	-7.5	4.0%	-5.9%	12.4%	-9.1%
20	Cc1c(C(=O)NCc2ccc3c(c2)OCO3)oc2ccc(Br)cc12	9.0%	i	-3.9%	11.3%[59 µM]	2.5	39.9%[activator]	-5.1%	54.5%	-1.9%
21	Cc1cc(C)n(-c2nc3c(c(=O)[nH]c(=O)n3C)n2CC(O)COc2ccccc2C)n1 (stereo unspecified)	-6.8%	1.8%	24.6%	-9.2%[59 µM]	1.3	-1.1%	-6.5%	17.0%	6.1%
22	CCOc1ccccc1C(=O)N/N=C/c1coc2ccc(C)cc2c1=O	-31.5%	-12.0%	-14.9%	·	18.4	31.8%[activator]	15.5%	69.9%[activator]	7.4%
23	CCOC(=O)C1CCCN(C(=O)C(CCSC)NC(=O)COc2ccccc2)C1 (stereo unspecified)	-9.0%	3.4%	-6.8%	-7.5%	-1.2	0.1%	-2.2%	4.5%	3.5%
24	CN1C(=O)/C(=C/c2ccc(OCc3ccc(F)cc3)cc2)N(C)C1=S	1.3%	-1.5%	-4.5%	12.7%	0.2	2.9%	-5.4%	29.1%	-1.7%
25	O=C(NCCC1=CCCCC1)c1coc(=O)c(Br)c1	-12.2%	-7.8%	-6.0%	7.8%[59 µM]	-0.3	-3.9%	-6.4%	15.1%	0.6%

3 compounds from above, arranged by the value under JMJD2A Tudor inh, falling:
#	SMILES	JMJD2A Tudor inh	Tb PGK inh	BAZ2B inh	G9a inh	PI4K2A inh	Pin1 inh	ERG-DNA inh	HP1b chromo inh	GLS inh
1	CC(C)OCCCNC(=O)C1CCC(CNS(=O)(=O)c2cccc3nsnc23)CC1 (stereo unspecified)	0.7%	-11.3%	0.7%	27.3%	-8.0	-7.4%	-0.1%	48.0%[activator]	-1.0%
12	NC(=O)c1ccsc1NC(=O)c1ccco1	-0.7%	1.9%	12.1%	?	87.5	4.5%	2.4%	46.5%[activator]	14.2%
8	Cc1c(C(c2cccc(O)c2)c2c(C)n(C)n(-c3ccccc3)c2=O)c(=O)n(-c2ccccc2)n1C	-5.3%	i	0.7%	-4.6%[59 µM]	-1.5	-8.6%	-3.6%	38.8%	16.7%

Following part
#	smiles	JMJD2A Tudor inh	Tb PGK inh	BAZ2B inh	G9a inh	PI4K2A inh	Pin1 inh	ERG-DNA inh	HP1b chromo inh	GLS inh
26	Cc1c(C(=O)NCCNc2ncc(C(F)(F)F)cc2Cl)cccc1[N+](=O)[O-]	0.0%	3.5%	-1.2%	0.4%	-0.3	0.1%	5.9%	7.6%	0.4%
27	CCOC(=O)C1CCN(C(=O)CSc2c3c(nc4ccccc24)CCC3)CC1	-4.0%	i	-13.2%	?	-0.6	-1.6%	12.6%	32.1%	-2.5%
28	CC(=O)Nc1ccc(NC(=O)CSc2nc3ccccc3nc2N2CCOCC2)cc1	-2.1%	i	0.3%	-22.8%[59 µM]	7.0	12.2%	-2.5%	30.1%	-5.5%
29	CCN(CC)c1ccc(CN2CCC(C(=O)NCc3ccc(C)cc3)CC2)cc1	20µM*	-6.4%	-13.3%	·	-6.8	0.6%	11.7%	?	25.4%
30	COc1cc(NC(=O)Cc2nn(C)c(=O)c3ccccc23)cc(OC)c1OC	-15.8%	-1.7%	-0.8%	0.9%[59 µM]	1.8	-3.0%	-3.0%	18.8%	11.8%
31	O=C(CCCOc1ccc(Cl)cc1Cl)N/N=C\C1CCCCC1	-22.7%	-13.4%	-12.7%	6.0%[12.7 µM]	-0.1	-3.0%	·	20.6%	-1.3%
32	O=C1C2C3C=CC(C3)C2C(=O)N1c1ccc2c(c1)OCO2 (stereo unspecified)	-9.8%	·	12.1%	-46.8%	-1.7	-1.2%	·	34.5%	3.4%
33	CCOC(=O)Cn1c(-c2cccs2)cc2cc(Cl)ccc21	205.4%[activator]	-6.9%	294.3%[activator]	266.0%[activator][59 µM]	-4.1	3.9%	2.0%	200.1%[activator]	1.5%
34	CCOC(=O)N1CCN(C(=O)NC2CCCCC2)CC1	-2.9%	-5.7%	11.0%	-8.6%[0.0925 µM]	0.7	-4.6%	-0.3%	19.8%	10.6%
35	O=c1[nH]n(-c2ccc(Cl)cc2)c2ncccc12	-14.8%	8.5%	-9.6%	6.0%[0.0925 µM]	1.1	-0.8%	2.4%	27.0%	13.0%
36	CC(C(=O)Nc1sc2c(c1C(=O)NCc1ccco1)CCCC2)N1C(=O)c2ccccc2C1=O (stereo unspecified)	-26.0%	-1.1%	-0.3%	?	1.3	0.2%	3.1%	26.2%	16.3%
37	CC1CCCCC12NC(=O)N(CC(=O)NCCc1c[nH]c3ccccc13)C2=O (stereo unspecified)	-8.8%	-7.5%	-0.5%	-3.3%[12.7 µM]	-3.4	6.7%	-1.2%	20.1%	11.7%
38	CSc1cccc(NC(=O)COc2cccc3ccccc23)c1	-7.3%	-6.7%	-1.8%	13.2%[12.7 µM]	0.8	-3.2%	·	?	4.6%
39	Cc1cc(C)c(C(=O)N2CCC(N3CCC(C(=O)NC(C)C)CC3)CC2)o1	-4.1%	-5.5%	-14.0%	·	-1.4	4.6%	-9.1%	30.9%	0.7%
